Assay outcomes from PubChem.
Mdm2 MdmX PPI: human Mdm2/MdmX binding inhibition; O15151+Q00987; SaOS-2 split-luciferase Mdm2/MdmX complementation, luminescence; inhibition, % at 8 µM; 330,000 compounds, 3% hits;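 active = inhibition of at least 50% at 8 µM in the primary screen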
Target sequence (O15151 whole entry, looked up): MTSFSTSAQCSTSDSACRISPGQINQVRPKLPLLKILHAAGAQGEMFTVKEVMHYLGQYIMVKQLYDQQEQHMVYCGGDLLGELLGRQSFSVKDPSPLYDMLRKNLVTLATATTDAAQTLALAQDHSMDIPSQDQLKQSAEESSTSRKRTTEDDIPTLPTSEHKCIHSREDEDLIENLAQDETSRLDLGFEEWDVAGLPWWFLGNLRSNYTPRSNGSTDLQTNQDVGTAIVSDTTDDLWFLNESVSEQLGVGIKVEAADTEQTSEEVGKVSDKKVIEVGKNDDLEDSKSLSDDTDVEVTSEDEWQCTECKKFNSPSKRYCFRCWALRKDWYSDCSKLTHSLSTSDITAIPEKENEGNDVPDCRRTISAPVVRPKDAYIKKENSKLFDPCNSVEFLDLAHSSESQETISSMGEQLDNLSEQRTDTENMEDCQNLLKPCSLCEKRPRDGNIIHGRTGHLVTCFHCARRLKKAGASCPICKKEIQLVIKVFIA
Target sequence (Q00987 whole entry, looked up): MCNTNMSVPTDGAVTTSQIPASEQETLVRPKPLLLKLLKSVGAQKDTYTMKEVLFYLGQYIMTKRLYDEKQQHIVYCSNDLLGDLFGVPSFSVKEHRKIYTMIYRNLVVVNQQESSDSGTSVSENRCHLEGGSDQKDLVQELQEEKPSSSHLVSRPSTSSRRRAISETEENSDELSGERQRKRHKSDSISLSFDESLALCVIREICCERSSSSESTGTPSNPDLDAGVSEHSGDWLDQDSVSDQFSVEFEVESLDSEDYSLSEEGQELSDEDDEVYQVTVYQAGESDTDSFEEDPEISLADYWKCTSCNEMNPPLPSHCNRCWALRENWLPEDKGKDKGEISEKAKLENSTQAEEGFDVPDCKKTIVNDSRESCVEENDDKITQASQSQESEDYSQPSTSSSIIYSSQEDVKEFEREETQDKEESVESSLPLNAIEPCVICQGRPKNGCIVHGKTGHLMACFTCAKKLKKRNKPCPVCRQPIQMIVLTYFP
UPR XBP1 act: adaptive UPR (XBP1) activation; CHO-XBP1 luciferase reporter, IRE1-XBP1 UPR activation, luminescence; percent of tunicamycin response, DMSO as zero; activation, % at 20 µM; 330,000 compounds, 0.33% hits; AID 463104;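 active = versus positive control, 20 µM dose yields 30% or more activation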;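 note: 100% = tunicamycin at 10 µg/mL and 0% = DMSO only wells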
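Signal: luciferase luminescence; Assay system: CHO-XBP1 luciferase reporter cells; Amount: one thousand reporter cells per well; Dosing: 20 µM single concentration, DMSO 1%; Benchmarks: high control tunicamycin 10 µg/mL final, low control DMSO vehicle only; Schedule: 6 h compound exposure at 37 °C, 5% CO2; Evaluation: percent activation relative to tunicamycin reference.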
tim10-1 inh: tim10-1 yeast growth inhibition; AID 463190; inhibition, % at 20 µM; S. cerevisiae tim10-1 ts strain growth, BacTiter-Glo, 24 h; 330,000 compounds, 2.2% hits;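 active = inhibition of at least 40%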;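 note: mutant grown at 25 °C; 0% = DMSO wells with yeast and 100% = wells holding no yeast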
CXCR6 inh: inhibitors of human CXCR6 receptor; AID 602244; inhibition, % at 20 µM; 360,000 compounds, 0.36% hits; CHO-K1 PathHunter CXCR6 beta-arrestin, luminescence; O00574; in the data active = inhibition above about 34%, passing the limit was not always enough;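 note: antagonist mode with CXCL16 agonist at 10 nM final; 0% = 10 nM CXCL16 with DMSO and 100% = unstimulated wells without agonist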
APJ agonist: APJ receptor agonism; P35414; 330,000 compounds, 0.11% hits; CHO-K1 APJ PathHunter beta-arrestin, luminescence; 0% DMSO wells, 100% apelin; activation, % at 20 µM;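 active = activation more than six SD over the plate average, tested at 20 µM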;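 note: 0% = DMSO alone and 100% = apelin-13 at 10 nM; some results filed as inactive read as strong as hits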
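Assay system: CHO-K1 cells stably expressing ProLink-tagged human APJ and arrestin–beta-gal acceptor. Compound dosing: 20 µM single point, 1% DMSO. Times: 16-18 h seeding, 90 min dark compound exposure, 60 min detection. Detection: beta-gal luminescence. Evaluation: APJ–arrestin association signal. Controls: negative DMSO alone, positive Apelin-13 at 10 nM.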
tim23-1 inh: inhibits growth of tim23-1 mutant yeast; S. cerevisiae tim23-1 growth, BacTiter-Glo luminescence, 24 h; inhibition, % at 20 µM; 330,000 compounds, 1.3% hits;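 active = growth inhibition of the mutant yeast at or above 50%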;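 note: temperature-sensitive mutant grown at 25 °C; plate controls were DMSO-treated mutant yeast for no effect and medium wells lacking yeast for full effect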
TIM10 inh: inhibits growth of TIM10 yeast strain; S. cerevisiae TIM10 strain growth, BacTiter-Glo luminescence, 24 h; inhibition, % at 10 µM; 330,000 compounds, 1.4% hits;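 active = inhibition of 40% or more at the single tested concentration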;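 note: wild-type TIM10 isogenic control strain grown at permissive 25 °C; 0% = DMSO yeast wells and 100% = minimal medium wells without yeast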
APJ antagonist: antagonists of human APJ apelin receptor; P35414; CHO-K1 APJ beta-arrestin complementation, luminescence; inhibition, % at 20 µM; 330,000 compounds, 0.32% hits; AID 2521;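 active = inhibition above about 40% at 20 µM, limit read from the data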;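 note: cells challenged with 10 nM apelin-13 agonist together with compound; plate controls were apelin-13 plus DMSO wells for no effect and DMSO wells lacking apelin-13 for full effect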
CHOP UPR activ: activators of apoptotic arm of unfolded protein response (CHOP). AID 449763. 330,000 compounds, 0.34% hits. activation, % at 10 µM. CHO-CHOP luciferase reporter, UPR activation, luminescence; percent of tunicamycin response over DMSO baseline;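 active = at 10 µM dose, activation of 40% or more, normalized to positive control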;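 note: 100% = tunicamycin at 10 µg/mL and 0% = DMSO alone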
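assay system = CHO CHOP reporter cells | amount = 500 CHO-CHOP cells per well | buffer or medium = F12 with 10% FBS | incubation = 16-18 h cell attachment, then 6 h compound exposure, 37 °C | detection = luminescence read with Steady-Glo | read-out = percent activation relative to tunicamycin control | controls = tunicamycin high control, DMSO low control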
* marks the source's active call; other numbers are inactive results; nt = not tested or not shown. Only part of the results is shown; count on the stated rates, not on these rows.

Compound	Mdm2 MdmX PPI	UPR XBP1 act	tim10-1 inh	CXCR6 inh	APJ agonist	tim23-1 inh	TIM10 inh	APJ antagonist	CHOP UPR activ
O=C(CCNC(=O)c1ccc(Cl)cc1)Nc1ncccc1O	14	-1	5	4	10	12	6	-12	1.1
CCn1cc([N+](=O)[O-])c(C(=O)NCc2ccc(Cl)cc2)n1	-9	-2	-1	7	-4	6	-4	9	-0.7
COc1cccc(CN2CCN(Cc3ccc4cccc(F)c4n3)CC2CCO)c1 (configuration not stated)	9	-3	5	-6	-1	7	0	7	6.6
CC1=Nc2cc(C(=O)NCC3CCCO3)ccc2Sc2ccc(Br)cc21 (configuration not stated)	56*	1	-5	-3	-1	28	-4	-8	0.0
Cc1cc(C)n2nc(SCc3c(F)cccc3Cl)nc2n1	-4	1	48*	2	1	42	26	17	2.0
Cc1ccc(S(=O)(=O)N(C)CC(=O)N2CCC(C(N)=O)CC2)cc1	-2	0	-6	0	4	12	-3	-2	1.4
CC(=O)c1c(C)[nH]c(C(=O)N2CCN(c3ccc(F)cc3)CC2)c1C	26	-2	8	-6	-4	8	3	2	0.1
Cc1cccc(C)c1NC(=O)C(NC=O)c1ccccc1 (configuration not stated)	13	-2	2	6	-6	6	-7	-1	2.4
c1ccc2c(Cn3ccnc3)cccc2c1	30	0	-5	0	-2	3	1	-2	2.2
O=C(C1CC(=O)N(c2ccc3c(c2)OCCO3)C1)N1CCN(c2cccc(C(F)(F)F)c2)CC1 (configuration not stated)	28	-2	17	0	4	20	10	-6	-1.4
CC(=O)N1CCN(Cc2nc3cc(NC(=O)c4ccccc4C)ccc3n2C)CC1	11	-3	-11	4	-1	8	-5	7	0.5
CN(C)CCNC(=O)C12CC3(C)CC(C)(CC(C)(C3)C1)C2	11	2	5	-2	-2	3	-1	4	1.9
O=C(Nc1cccnc1)NC1CCCCC1	8	0	10	-2	-2	0	-5	1	-0.9
Cc1ccc(/C=C2/SC(=S)N(CCC(=O)N3CCN(C)CC3)C2=O)cc1	48	-1	22	5	1	18	19	-17	0.4
Cc1cccc(C)c1NC(=O)C(=O)NCC1CCCN1S(=O)(=O)c1ccccc1 (configuration not stated)	2	-4	-1	6	-4	11	2	-30	-1.1
CC(NC(=O)[C@@H](C)NC(=O)[C@@H]1Cc2ccccc2CN1C(=O)OC(C)(C)C)c1ccccc1 (some centres not stated)	13	-5	11	-1	-3	19	10	2	-1.3
CC(NC(=O)[C@H](Cc1c[nH]c2ccccc12)NC(=O)[C@@H]1Cc2ccccc2CN1)c1ccccc1 (some centres not stated)	19	-4	-6	2	-3	-5	-4	10	0.6
O=[N+]([O-])c1ccc(Sc2cccc3cccnc23)cc1	23	7	15	0	-3	23	17	-4	2.1
Nc1nnc(CC(=O)N2CCCCC2)s1	12	2	2	6	-3	-1	-15	-1	0.1
CN(C)C(=O)c1ccc(N/C=C(\C=O)c2nc3ccccc3o2)cc1	10	-2	11	0	-3	2	8	4	-1.3
COc1ccc(C(=O)OCC(=O)NC2CC2)cc1S(=O)(=O)N1CCOCC1	25	-1	-3	-3	-3	2	-4	15	0.1
CCN1C(=O)c2cccc3c(S(=O)(=O)NCCc4c[nH]c5ccccc45)ccc1c23	-34	2	17	6	1	18	11	0	1.5
COc1ccc(OC)c(CCNC(=O)CSc2ccsc2[N+](=O)[O-])c1	7	-2	18	12	-2	20	26	2	-1.8
CN(C)c1ccc(NC(=O)COC(=O)c2cc(=O)c3ccccc3o2)cc1	-21	-2	-2	2	-3	17	3	-6	1.1
CC(Sc1nc(C(F)(F)F)nc2ccccc12)C(=O)NC1CCCC1 (configuration not stated)	-8	1	8	3	-2	13	-12	16	0.5
CCc1cccc(OCC(=O)Nc2ccccc2N2CCCC2)c1	1	-1	5	2	-1	17	-5	12	1.8
Cc1cc(C)n(-c2ccc(C(=O)OCC(=O)Nc3ccc(Cl)cc3[N+](=O)[O-])cc2)n1	2	0	15	-5	2	-8	-2	-13	0.9
CCOc1ccc(CN2CCN(Cc3cc4ccccc4o3)CC2CCO)cc1 (configuration not stated)	12	-4	0	5	-1	7	7	-16	2.6
COc1cccc(CN2CCNC(=O)C2CC(=O)NCCn2nc(C)cc2C)c1OC (configuration not stated)	4	1	3	-1	-3	5	3	-5	0.3
CCc1ccc(OCCOCC(O)CN2CCN(Cc3ccc(Cl)cc3)CC2)cc1 (configuration not stated)	20	-2	-57	-4	2	-15	-26	-2	-1.2
O=C(COC(=O)c1cc[n+]([O-])cc1)Nc1c(Cl)cccc1C(F)(F)F	3	-3	3	2	2	12	0	19	1.4
Cc1cc(C)n(Cc2n[nH]c(=S)n2Cc2ccccc2)n1	-5	-1	10	4	-2	-1	0	-15	-6.3
CCc1cc(-c2n[nH]c(=S)n2-c2ccccc2C)cs1	13	-2	42*	-3	-2	35	22	-11	-0.6
CCCn1c(CCNC(=O)c2ccco2)nc2ccccc21	-6	-3	3	-12	0	3	-5	1	1.5
O=C(CC(c1ccccc1)c1ccccc1)Nc1ccncc1	-14	-1	4	-6	2	14	9	-13	-0.2
O=C1NC(=O)c2cc(NC(=O)C3CCCCC3)ccc21	19	0	9	-4	1	16	1	10	2.4
CCC(C)[C@H](NC(=O)NC1CC1)C(=O)O (some centres not stated)	25	-3	8	-2	-2	15	0	3	0.4
COc1cccc(NC(=O)CC2SC(=Nc3ccccc3)NC2=O)c1 (configuration not stated)	1	-3	5	5	2	-10	-2	-15	0.4
COc1ccc(/C=N/NC(=O)COc2ccc(Cl)cc2Cl)cc1Cn1nc(C)cc1C	20	-1	14	-2	3	12	-10	-19	-0.6
CCN1C(=O)C(=O)N(CC(=O)N(C)CC(=O)Nc2ccccc2Cl)C1=O	14	-4	-12	-3	-3	-11	-10	15	0.3
CCN(CC)C(=O)CSc1nc(N)c(C(=O)Nc2ccc(OC)cc2)s1	17	2	15	-12	2	18	1	-7	1.7
O=c1c2ccccc2nnn1CSc1nc2ccccc2c(=O)n1CCCO	-10	0	15	4	0	14	11	4	-0.1
CCn1cc(CNC(=O)C2CCC(=O)N(Cc3ccc(Cl)cc3)C2)cn1 (configuration not stated)	10	-5	-9	9	-3	-6	-3	-39	0.8
COc1cc2nc(CSc3nc(-c4ccc(F)cc4)cs3)[nH]c(=O)c2cc1OC	14	-3	16	-8	0	1	-7	-15	0.9
COCCn1c(CN(Cc2ccccc2)Cc2ccccc2)nc2c1c(=O)n(C)c(=O)n2C	23	-1	24	10	-4	22	3	19	-0.3
O=C(Cc1ccc(Br)cc1)OCC(=O)N1CCOCC1	-22	3	10	8	3	9	1	3	1.4
O=C(CCCN1C(=O)/C(=C\c2cccs2)SC1=S)Nc1cccnc1	78*	-1	2	9	-1	0	2	11	-1.1
COc1ccc(N2CCN(C(=O)c3ccc(Cn4c(=S)[nH]c5ccc(N6CCOCC6)cc5c4=O)cc3)CC2)cc1	-27	-3	1	5	2	23	-6	-20	0.4
COc1ccc(/C=C2\SC(=S)N(CCC(=O)NC3CCCC3)C2=O)cc1OC	32	-1	-9	1	-3	8	14	5	3.8
CCN(CC)S(=O)(=O)c1cc(NC(=O)CSc2nc3c(cc2C#N)C(=O)CC(C)(C)C3)ccc1C	67*	2	-8	11	-1	-2	-7	5	2.8
Cc1oc(-c2ccccc2)nc1CSc1nc2c(c(=O)[nH]1)CCC2	9	-1	1	6	-8	14	17	5	1.4
Cc1ccccc1NC(=O)Cc1nc(CSc2nnc(-c3ccc4c(c3)OCO4)o2)cs1	-21	1	25	-4	-2	15	-27	-4	5.4
CC(C)CCN(CCC(C)C)C(CO)(CO)CO	-3	0	1	12	-4	-4	9	-2	-1.7
O=c1[nH]c(Sc2ccc([N+](=O)[O-])cc2[N+](=O)[O-])nc2ccccc12	-36	2	45*	-6	7	68*	29	-31	19
Nc1cc(-c2ccc(Cl)cc2)nn1S(=O)(=O)c1ccccc1	20	3	-9	-2	-3	-13	1	-53	-0.2
CC(=O)c1ccc(NC(=O)CSc2nc3ccccc3c(=O)n2CCCN2CCOCC2)cc1	17	2	0	4	-3	-3	-5	6	2.9
COc1ccc(C)cc1C(=O)CCC(=O)NCCc1ccc(S(N)(=O)=O)cc1	21	0	1	1	-2	7	0	7	1.0
CN(C(=O)c1cccnc1)c1nnc(-c2cnccn2)s1	1	0	13	-9	-2	1	8	1	6.5
C=Cc1ccc(Cn2nc(-c3ccc(C)cc3)ccc2=O)cc1	14	-4	39	2	-3	39	2	14	1.1
C#CCSc1nncn1C(=O)/C=C/c1ccccc1	18	1	35	nt	2	52*	12	1	5.4

(continued)
Compound	Mdm2 MdmX PPI	UPR XBP1 act	tim10-1 inh	CXCR6 inh	APJ agonist	tim23-1 inh	TIM10 inh	APJ antagonist	CHOP UPR activ
Cc1nc(N)nc2c1CCCC2	2	-3	3	-2	-3	9	-3	-7	-1.0
CN1C(=O)CC(Nc2cccc3cccc(N)c23)C1=O (configuration not stated)	-15	1	8	-12	4	11	2	-28	1.2
COCCN1C(=O)N[C@@H](c2cccc(C(F)(F)F)c2)[C@H](C(=O)OC)[C@H]1C	19	-1	4	3	13	2	-3	0	-1.4
CCOc1ccc(CNC(=O)CCS(=O)(=O)c2ccc3c(c2)NC(=O)CO3)cc1OC	23	-5	-8	-3	-3	1	-5	-2	-1.1
O=C(N/N=C/c1cccnc1)c1ccc(Cn2cc([N+](=O)[O-])cn2)o1	8	-3	6	-6	-4	7	10	13	-1.3
Cc1ccc2c(COC(=O)C3CC(=O)N(c4ccc5c(c4)OCCO5)C3)cc(=O)oc2c1 (configuration not stated)	30	-1	4	-6	0	22	-4	-1	-1.5
O=C(COc1ccc(Cl)cc1)NCCCNC(=O)c1cccnc1	4	-5	15	1	-2	4	-12	-20	0.0
Cc1ccc(S(=O)(=O)N2CCN=C2SCc2c(F)cccc2Cl)cc1	7	-2	-8	8	2	-4	2	-36	1.9
Cc1ccc(Cl)c(OCCCN(C)Cc2ccccc2)c1	12	-1	-24	4	-3	2	0	-6	1.1
NC(=O)C1CCN(S(=O)(=O)c2ccccc2[N+](=O)[O-])CC1	26	-4	9	-1	0	10	-12	16	-0.3

Arranged by the number under TIM10 inh (falling): 3 of the compounds above.
SMILES	Mdm2 MdmX PPI	UPR XBP1 act	CXCR6 inh	TIM10 inh	APJ antagonist
COCCN1C(=O)N[C@@H](c2cccc(C(F)(F)F)c2)[C@H](C(=O)OC)[C@H]1C	19	-1	3	-3	0
CCOc1ccc(CNC(=O)CCS(=O)(=O)c2ccc3c(c2)NC(=O)CO3)cc1OC	23	-5	-3	-5	-2
O=C(COc1ccc(Cl)cc1)NCCCNC(=O)c1cccnc1	4	-5	1	-12	-20
